SNCA expr inh = Primary qHTS assay for inhibitors of alpha-synuclein gene (SNCA) expression; HEK-293 SNCA-luciferase knock-in, luminescence, 24 h; Potency, µM (top dose mostly 57.2 µM), inactives show top-dose activity change, negative = inhibition, usual class: inhibitors; actives 0.17% (n = 140,000);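 also: potency is read from the fitted curve at half-maximal effect; plate controls were DMSO cells for no effect and cell-free wells for full effect; nearly all actives have a fitted effect of over 45% in size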
GPT2 inhibitor = Primary qHTS assay for inhibitors of Glutamate pyruvate transaminase 2 (GPT2); Alanine aminotransferase 2 (Homo sapiens), Q8TD30; Recombinant GPT2, coupled pyruvate oxidase/HRP Amplex Red fluorescence; Potency, µM (top dose mostly 57.7 µM), for the others: top-dose activity change, negative = inhibition, most hits filed as inhibitors; actives 0.25% (n = 100,000); AID 1671188, 2021; also: potency is read from the fitted curve at half-maximal effect; nearly all actives have a fitted effect of over 60% in size; many of its hits are not listed in these tables
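Fluorescence of coupled pyruvate oxidase/HRP/Amplex Red system (50uM Amplex, 30 min, dark) reports pyruvate formed by GPT2. Enzyme reaction: 10ng/uL GPT2, 2mM L-alanine, 250uM a-KG, 30 min room temperature, pH 7.5; 50uM AOA control.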
HEK cytotox = Cytotoxic Profiling in HEK 293 Cell Line of Diverse Libraries Using Quantitative High-Throughput Screening | AID 1345083, 2018 | HEK 293 viability, ATP luminescence (CellTiter-Glo), 48-72 h | Potency, µM (titrated, usually from 115 µM), without a hit: at the highest dose activity change, negative = cytotoxicity, most hits filed as inhibitors | actives 6.6% (n = 94,000); also: potency is read from the fitted curve at half-maximal effect; nearly all actives have a fitted effect of over 60% in size
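Read-out: CellTiter-Glo ATP luminescence. Cells: HEK 293, 250 cells/well. Exposure: 48 or 72 hr, 37 degree Celsius.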
NIH3T3 tox = Cytotoxic Profiling in NIH 3T3 Cell Line of Diverse Libraries Using Quantitative High-Throughput Screening. NIH 3T3 viability, CellTiter-Glo ATP luminescence, 48-72 h. Potency, µM (highest dose often 96.7 µM), without a hit: top-dose activity change, negative = cytotoxicity, hits mostly inhibitors. actives 4.3% (n = 94,000). AID 1345082, 2018; also: potency is read from the fitted curve at half-maximal effect; nearly all actives have a fitted effect of over 55% in size
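Cells were seeded at 400 per well, treated with pin-transferred compound, and kept 48 or 72 hr at 37 °C before CellTiter-Glo addition and luminescence imaging of cellular ATP.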
HEK293 viab = GF-AFC viability counterscreen for inhibitors of alpha-synuclein gene (SNCA) expression; HEK-293-SNCA-luc viability, GF-AFC fluorescence, 24 h; actives 0.12% (n = 150,000); Potency, µM (highest dose often 57.1 µM), for the others: at the top dose activity change, negative = cytotoxicity, actives largely listed as cytotoxic; AID 1671193, 2021;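 also: potency is read from the fitted curve at half-maximal effect; 0% = DMSO-treated cells and -100% = medium-only wells without cells; nearly all actives have a fitted effect of over 30% in size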
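HEK-293-SNCA-luc cells (1500/well) plated 24 h, then exposed 24 h to a dilution series; GF-AFC added 30 min at 37C, fluorescence 405/540 nm; normalised to medium-only and DMSO wells, Hill fit.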
IP6K1 inh = Primary qHTS assay for small molecule inhibitors of Inositol hexaphosphate kinase 1 (IP6K1); actives 0.81% (n = 140,000); Inositol hexakisphosphate kinase 1 (Homo sapiens), Q92551; activity change, % (series mostly up to about 58 µM); IP6K1 kinase, ADP-Glo luminescence, 2 h; hits give low values; AID 1645851, 2021; in the data active = activity change below about -25%
Target sequence (Q92551 whole entry, looked up): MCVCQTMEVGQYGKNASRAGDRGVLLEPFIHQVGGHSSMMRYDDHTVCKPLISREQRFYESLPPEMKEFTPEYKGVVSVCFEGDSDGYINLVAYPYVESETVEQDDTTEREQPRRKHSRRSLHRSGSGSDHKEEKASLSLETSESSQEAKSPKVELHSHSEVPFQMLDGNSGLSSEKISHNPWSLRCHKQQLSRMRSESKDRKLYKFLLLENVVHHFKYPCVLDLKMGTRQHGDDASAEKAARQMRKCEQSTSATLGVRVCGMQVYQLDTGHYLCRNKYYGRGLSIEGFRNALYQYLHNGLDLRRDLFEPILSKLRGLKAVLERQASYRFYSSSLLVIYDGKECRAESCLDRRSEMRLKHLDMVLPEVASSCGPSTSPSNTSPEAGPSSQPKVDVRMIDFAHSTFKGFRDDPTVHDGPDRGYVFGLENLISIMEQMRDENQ
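ADP-Glo luminescence measures ADP made by human IP6K1 during a 2 h RT reaction with ATP/IP6 (mix at 1.3 mM/130 uM); top library doses 57.5 and 19.1 uM final.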
FLuc inh = Firefly luciferase inhibition profiling of diverse chemical library using quantitative high-throughput screening. Luciferin 4-monooxygenase (Photinus pyralis), P08659. purified P. pyralis luciferase, luminescence, biochemical. Potency, µM (titrated, usually from 115 µM), for inactives: top-dose activity change, negative = inhibition, usual class: inhibitors. actives 2.5% (n = 76,000). AID 1347043, 2019; also: potency is read from the fitted curve at half-maximal effect; nearly all actives have a fitted effect of over 65% in size
Target sequence (P08659 whole entry, looked up): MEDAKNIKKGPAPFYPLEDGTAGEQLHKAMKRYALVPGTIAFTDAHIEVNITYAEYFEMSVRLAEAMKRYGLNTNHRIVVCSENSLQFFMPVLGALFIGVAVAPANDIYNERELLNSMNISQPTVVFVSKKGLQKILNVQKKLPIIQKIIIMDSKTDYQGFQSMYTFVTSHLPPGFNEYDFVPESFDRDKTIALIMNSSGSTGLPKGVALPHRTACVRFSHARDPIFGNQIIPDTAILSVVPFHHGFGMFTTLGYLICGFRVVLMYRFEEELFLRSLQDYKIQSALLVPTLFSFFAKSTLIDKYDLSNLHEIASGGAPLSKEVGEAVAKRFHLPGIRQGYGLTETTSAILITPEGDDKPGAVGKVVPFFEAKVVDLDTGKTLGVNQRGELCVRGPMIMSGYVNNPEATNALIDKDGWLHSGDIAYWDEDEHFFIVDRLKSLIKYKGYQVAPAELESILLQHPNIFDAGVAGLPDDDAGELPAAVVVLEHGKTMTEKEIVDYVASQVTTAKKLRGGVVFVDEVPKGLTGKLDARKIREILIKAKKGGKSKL
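Luminescence read by CCD imaging after purified firefly luciferase (10nM final) was added to substrate buffer holding 10uM D-luciferin and 10uM ATP, pH 7.5, pre-dosed with compound.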
An asterisk follows results filed as active; i = inactive; ? = inconclusive; . = no result given; & = joins results of further samples; [ ] = remark or other dose. Unless noted, calls follow the shape of the dose curve; as a rule, active = well fitted curve in the direction sought with a large enough effect; inconclusive = small, poorly fitted or top-dose-only effect, or another doubt; inactive = no such curve, though single readings can be large; an effect the other way counts as inactive or inconclusive. Unless noted, % is scaled to controls: 0 for no effect and ±100 for the full control effect.

SMILES	SNCA expr inh	HEK293 viab	GPT2 inhibitor	FLuc inh	IP6K1 inh	NIH3T3 tox	HEK cytotox
COc1ccc(-c2nc3sc(CCNC(=O)C(=O)Nc4ccc(C)c(C)c4)c(C)n3n2)cc1	37%[activator]	15%	.	.	-16	.	.
COc1ccc(CN2C(=O)[C@@H]3C[C@@H](O)CN3C3(CN(Cc4ccc(F)cc4)C3)C2=O)cc1	9%	2%	0%	-1%	-12	-18%	i
O=C(CC1CCCC1)N1CCOc2ccc(CN3CCc4ccccc4C3)cc2C1	?	-17%	-17%	-1%	-5	?	?
COc1ccccc1-c1nnc2ccc(C(=O)NCCc3ccccc3)cn12	0%	2%	-14%	.	9	?	?
Cc1cccc(N2CCN(C(=O)c3nn(C)c4c3CSc3ccccc3-4)CC2C)c1 (centres undefined)	-5%	2%	.	.	23	.	.
O=C(c1ccc2c(c1)N(Cc1cccc(F)c1)C(=O)c1ccccc1S2)N1CCCC1	-7%	?	.	.	0	.	.
CCCn1c2ccccc2c2cnn(CC(=O)Nc3cc(C)c(Cl)cc3OC)c(=O)c21	-3%	12%	.	.	-15	.	.
CCCCN(CC)CCCNC(=O)c1cn(CC(C)C)c(=O)c2c1c1ccccc1n2C	?	?	.	.	25	.	.
COc1cc2ncnc(Nc3cccc(Br)c3)c2cc1OC	44%[activator]	5%	-5%	.	.	.	.
COC(=O)c1cc2oc(C)cc2n1CC(=O)Nc1ccc(C(C)C)cc1	35%[activator]	-2%	.	.	-16	.	.
Cc1occc1-c1nc2ncccc2[nH]1	-14%&8%[87.6 µM]	8%&-13%[87.6 µM]	-2%&3%[88.5 µM]	-11%[230 µM]	0&-8	?	-20%&-15%[230 µM]
CCOC(=O)c1cc(-c2ccccc2)n(CCC(=O)Nc2ccccc2CC)c1C	15%	0%	.	.	0	.	.
COc1ccc(Cn2c(=O)c(C(=O)N3CCN(C(=O)c4ccc(F)cc4)CC3)nc3cccnc32)cc1	3%	-4%	0%	.	-1	?	-23%
COc1ccccc1N1CCN(S(=O)(=O)c2c(C)sc3ncn(CC(=O)Nc4ccc(C(C)C)cc4)c(=O)c23)CC1	16%	12%	.	.	-19	.	.
COc1ccc(OC)c(CCNC(=O)c2cc3c(-c4ccccc4F)nn(C)c3s2)c1	?	-27%	.	.	26	.	.
O=C(c1cc2ccccc2o1)N1CCCC2(CNS(=O)(=O)c3cccnc3O2)C1 (centres undefined)	-12%	0%	-1%	.	1	-7%	i
CNS(=O)(=O)c1cn(CC(=O)Nc2ccc(C)c(N(C)C)c2)cc1S(=O)(=O)NC	-17%	-5%	.	.	7	.	.
O=C1NCCOCCN(S(=O)(=O)c2cccc3cccnc23)[C@@H]2CCCC[C@H]12	-11%	-4%	i	-10%	2	-11%	-16%
O=C(O[C@H]1[C@@H]2C=CO[C@@H](O[C@@H]3O[C@H](CO)[C@@H](O)[C@H](O)[C@H]3O)[C@@H]2[C@@]2(CO)O[C@@H]12)c1ccccc1	.	19%[23.9 µM]	3%[27.3 µM]	.	19	.	.
CN1CCc2nc3sc(C(=O)Nc4ccccc4OC(F)(F)F)c(N)c3cc2C1	?	23%	.	.	-13	.	.
CN(CC(=O)Nc1ccc(F)cc1F)S(=O)(=O)c1cccc2nsnc12	2%	3%	.	.	-1	.	.
COCc1cc(CC2(NCc3ccc(N(C)C)cc3)COC2)no1	15%[87.6 µM]	-2%[87.6 µM]	-18%[88.5 µM]	-13%[172 µM]	-5	-14%[138 µM]	-10%[172 µM]
COCc1cc(=O)n(CC(=O)Nc2cc(C(F)(F)F)ccc2Cl)c(N2CCOCC2)n1	0%	-6%	i	7%	7	-4%	-10%
CC(O)c1cc2n(n1)CCN(C(=O)Cc1cc3c(cc1Cl)OCCO3)C2 (centres undefined)	2%	1%	i	-1%	6	5%	i
O=C(NCCSc1ccccc1)[C@H]1CNC[C@@H](C(=O)N2CCOCC2)C1	?	-6%	-3%	-3%	5	-6%	-2%
CC(C)(C)c1cnc([C@@H]2COCCN2CC2CC2)[nH]1	?	-11%[87.6 µM]	-5%[88.5 µM]	3%[230 µM]	11	-11%[230 µM]	-3%[230 µM]
COc1ccc(Cl)cc1NC(=O)CCCS(=O)(=O)c1nc(-c2ccc(OC)c(OC)c2)cc(C(F)(F)F)n1	?	?	.	.	-4	.	.
Cc1cc(N2CCC3(CC2)NC(=O)CC3C(=O)O)nc(N)n1 (centres undefined)	-2%	-2%	-3%	-1%	17	-3%	3%
COc1cc2c(Nc3ccc(NC(=O)c4ccccc4)cc3)ncnc2cc1OCCCN1CCOCC1	5%	?	i	.	-10	.	.
O=C(c1ccccc1Br)N1CCN(c2cc(-c3ccc(Cl)cc3)[nH]n2)CC1	?	-30%	-26%	2%	5	25µM*	?
CN1[C@@H](CCC(=O)NCc2cccs2)CNC(=O)[C@@H]2[C@H]1CCN2Cc1nc2ccccc2n1C	?	5%	?	0%	11	-9%	-19%
CCOc1ccc(NC(=O)N2CCCC(Cn3cnc4cccnc43)C2)cc1 (centres undefined)	-15%	9%	i	-3%	4	i	-12%
NC(=O)CN1C(=O)CO[C@H]2CN(Cc3ccc(Cl)cc3)C[C@H]21	-4%[87.6 µM]	4%[87.6 µM]	1%[88.5 µM]	-17%[172 µM]	-5	-9%[174 µM]	-14%[172 µM]
O=C(NCc1ccncc1)c1ccc2c(c1)n(Cc1ccc(F)cc1)c(=O)c1ccnn12	30%	-14%	-1%	2%	6	?	?
O=C(NCC1CCCCC1)C1CN(c2ccnc3ccnn23)C1	8%	4%	-2%	.	-3	-27%	25µM*
CCC1(C(=O)NCCCN2CCCC2=O)CCCCC(=O)N1 (centres undefined)	-15%	1%	-7%	5%	7	-18%	-13%
COc1ccc(CCNC(=O)c2ccc3c(c2)nc(C)n3-c2ccc(Br)cc2)cc1OC	-17%	8%	.	.	2	.	.
CN(C1CCc2nn(CC3CC3)c(=O)n2CC1)S(=O)(=O)c1ccc(C#N)cc1 (centres undefined)	24%	8%	i	.	3	-22%	-23%
O=C(O)C[C@@H]1CCN(C(=O)NC2CCCCC2)C[C@@H]1CCN1CCOCC1	21%[87.6 µM]	-4%[87.6 µM]	-8%[88.5 µM]	2%[172 µM]	16	-10%[174 µM]	i
c1ccc2cc(-c3nc(C4CCOC4)no3)ncc2c1 (centres undefined)	-25%	3%	-33%	2.5µM*	7	-29%	1%
CCCCOc1ccc(C2=NC(c3ccccc3)=Nc3ccc(OC)cc3N2)cc1	16%	1%	.	.	0	.	.
O=C(NC1CC1)c1ccc2nnc(-c3cc[nH]c3)n2c1	12%[87.6 µM]	-2%[87.6 µM]	i	.	4	-12%[138 µM]	i
COCC(=O)Nc1ccc2c(c1)CN(Cc1ccccc1F)C(=O)C(C)O2 (centres undefined)	8%	4%	4%	4%	-2	-10%	-28%
COc1cccc(Nc2ccc3c(n2)C(C)(C(=O)NCCc2ccccn2)CN(C)C3)c1 (centres undefined)	34%[activator][87.6 µM]	-26%[87.6 µM]	2%[88.5 µM]	11%[172 µM]	2	?	?
Cc1ccc(/C=C/c2onc(C)c2S(=O)(=O)N2CCC(C(=O)Nc3ccccc3C(F)(F)F)CC2)cc1	2%	-4%	.	.	2	.	.
O=C(NC1CCN(c2cc(-c3ccccc3)[nH]n2)CC1)c1cc(F)ccc1Cl	4%	-12%	-18%	-8%	10	?	?
CCCCCCCCCCCCCCCC(=O)NCCO	-10%	5%	0%	.	-7	.	.
CCn1nccc1C(=O)N1CCC(N2C(=O)[C@H](OCCOC)[C@@H]2c2ccncc2)CC1	-5%	-12%	i	-2%	31	-14%	1%
CNC(=O)[C@@H]1C[C@H](Oc2cccnc2)CN1C(=O)c1ccc(Cn2nc(C)cc2C)o1	1%	-1%	i	3%	11	1%	4%
CCN(C(=O)c1ccc(-n2ccnc2-c2nc[nH]c2C)cc1)c1ccccc1	-27%	0%	i	2%	10	-7%	-3%

The list continues:
SMILES	SNCA expr inh	HEK293 viab	GPT2 inhibitor	FLuc inh	IP6K1 inh	NIH3T3 tox	HEK cytotox
Cc1ncsc1C(=O)N1CCC2(CC1)OC(=O)N(Cc1ncccn1)C2(C)c1ccccc1 (centres undefined)	12%	10%	-5%	4%	-11	?	4%
Cc1cc(C)cc(NC(=O)Cc2ccc(OC(C)(C)C(=O)O)cc2)c1	.	-2%	i	.	-3	.	.
CC(C)CNS(=O)(=O)c1ccc(N2CCCCS2(=O)=O)cc1	-17%	-17%	.	.	6	.	.
COc1ccc(NC(=O)c2c(NCc3ccc(C)o3)sc3c2CCC(C)C3)c(OC)c1 (centres undefined)	?	-17%	.	.	-12	.	.
CN(C)c1ccc(NC(=O)Cn2nnc3sc4c(c3c2=O)CCC(C(C)(C)C)C4)cc1 (centres undefined)	17%	5%	.	.	11	.	.
Fc1ccccc1CNC1(Cc2cc(COc3ccccc3)on2)COC1	38%[activator][87.6 µM]	-8%[87.6 µM]	-6%[88.5 µM]	11%[172 µM]	-14	?	?
Cc1ccc(-c2cn3c(n2)CO[C@@H](CNC(=O)c2ccccc2)C3)cc1	41%[activator][87.6 µM]	-5%[87.6 µM]	-6%[88.5 µM]	?	15	-9%[138 µM]	?
O=C(CCCc1ccccc1)NCC(=O)N1CCCCCCNC(=O)CC1c1ccccc1 (centres undefined)	-3%	-10%	i	7%	6	2%	0%
CCOc1cc(C(=O)Nc2ccc(-c3nc4ccccc4s3)cc2Cl)cc(OCC)c1OCC	65%[activator]	0%	.	.	12	.	.
O=C(Cc1c[nH]c2ncc(-c3cccc(OC(F)(F)F)c3)cc12)NCc1cccnc1	-11%[87.6 µM]	-16%[87.6 µM]	?	?	-13	45µM*	71µM*
CCCOc1cccc(C(=O)Nc2ccc(-c3cc4ccccc4oc3=O)c(C)c2)c1	19%	5%	.	.	9	.	.
Cc1ccccc1-c1cc(C(=O)NCc2cnn(C)c2)c2c(c1)N(C)CCO2	?	-14%[87.6 µM]	i	5%[172 µM]	-25*	?	?
Cc1ccc(OC(C)C(=O)N2CCN(CCc3ccccn3)CC2)cc1C (centres undefined)	-19%	-4%	.	.	-20	.	.

From PubChem BioAssay
